Bioassay records (PubChem)
JMJD2A Tudor inh: qHTS Assay for Inhibitors of JMJD2A-Tudor Domain. AlphaScreen JMJD2A-Tudor / H3K4me3 peptide binding. 4.4% of 390,000 active. Potency, µM (top dose mostly 114 µM), for inactives: at the highest dose activity change, negative = inhibition, hits mostly inhibitors. Lysine-specific demethylase 4A (Homo sapiens), O75164; also: % is scaled to controls: 0 for no effect and ±100 for the full control effect; nearly all actives have a fitted effect of over 50% in size
RGS4 inh: Inhibitors of Regulator of G Protein Signaling (RGS) 4: qHTS; Potency, µM (top dose mostly 114 µM), for inactives: top-dose activity change, negative = inhibition, hits mostly inhibitors; Transcreener GDP fluorescence polarization, RGS4-accelerated GTP hydrolysis; 0.039% of 390,000 active; Regulator of G-protein signaling 4 (Homo sapiens), P49798; also: % is scaled to controls: 0 for no effect and ±100 for the full control effect; nearly all actives have a fitted effect of over 75% in size; some results filed as inactive show a strong effect at the top dose
Target sequence (P49798 whole entry, looked up): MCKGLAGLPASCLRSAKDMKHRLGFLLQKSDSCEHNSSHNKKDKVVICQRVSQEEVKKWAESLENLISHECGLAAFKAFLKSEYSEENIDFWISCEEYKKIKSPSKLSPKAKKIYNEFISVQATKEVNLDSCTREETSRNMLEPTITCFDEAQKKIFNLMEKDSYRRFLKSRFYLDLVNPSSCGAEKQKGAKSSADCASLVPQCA
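MLSMR compounds (23 nl, pin-transferred) preincubated 10 min at room temperature with a 500nM (2x) first reagent, then RGS4 at 900nM (2x) plus Transcreener GDP mix added; fluorescence polarization (620/688 nm) read before and after 90 min at 30 °C.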
Tb PGK inh: qHTS Assay to Find Inhibitors of Phosphoglycerate Kinase | PGK/GAPDH coupled, Kinase-Glo luminescence, 60 min | Potency, µM (top dose mostly 57.5 µM), inactives show at the top dose activity change, negative = inhibition, hits mostly inhibitors | Phosphoglycerate kinase, glycosomal (Trypanosoma brucei brucei), P07378 | 0.043% of 380,000 active | AID 602233, 2012; also: % is scaled to controls: 0 for no effect and ±100 for the full control effect; nearly all actives have a fitted effect of over 60% in size
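Recombinant glycosomal PGK reaction used 1,3-bisphosphoglycerate generated in-well by GAPDH (100nM final) in 100mM TEA pH 7.6, 5mM MgCl2, 0.01% Tween-20. After 60 minutes at room temperature, ATP was read by Kinase-Glo Plus luminescence end-point.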
TrxR1 inh: qHTS Assay for Inhibitors of Mammalian Selenoprotein Thioredoxin Reductase 1 (TrxR1): qHTS; AID 588453, 2011; recombinant rTrxR1, NADPH fluorescence consumption, selenite substrate; Potency, µM (titrated, usually from 114 µM), without a hit: at the top dose activity change, negative = inhibition, actives largely listed as inhibitors; 1% of 390,000 active; Thioredoxin reductase 1, cytoplasmic (Rattus norvegicus), O89049; also: % is scaled to controls: 0 for no effect and ±100 for the full control effect; nearly all actives have a fitted effect of over 65% in size
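Rat TrxR1 (90 nM in the dispensed reagent) was pre-reduced with 400 uM NADPH for 5 min at room temperature, then incubated with compound for 15 min. After 400 uM selenite was added, NADPH fluorescence (Ex 340/Em 450 nm) was followed for 8 min.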
GLS inhibitor: qHTS for Inhibitors of Glutaminase (GLS). Glutaminase kidney isoform, mitochondrial (Homo sapiens), O94925. GLS enzymatic activity, qHTS titration. Potency, µM (titrated, usually from 45.5 µM), without a hit: at the highest dose activity change, negative = inhibition, most hits filed as inhibitors. 0.21% of 410,000 active. AID 624170, 2012; also: % is scaled to controls: 0 for no effect and ±100 for the full control effect
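Read-out is an Amplex red fluorescence increase coupled through glutamate oxidase and HRP, measured before and after 30 min room-temperature incubation. hKGA is in 45 mM KH2PO4 (pH 8.2) with 0.02% Tween-20; glutamine added as 1mM solution.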
ALOX12 inh: Primary qHTS assay for inhibitors of human arachidonate 12S-lipoxygenase (ALOX12): Round 2; purified 12hLO, xylenol orange hydroperoxide absorbance; 1.1% of 580,000 active; Potency, µM (titrated, usually from 108 µM), for inactives: at the highest dose activity change, negative = inhibition, actives largely listed as inhibitors; Polyunsaturated fatty acid lipoxygenase ALOX12 (Homo sapiens), P18054; also: % is scaled to controls: 0 for no effect and ±100 for the full control effect
Target sequence (P18054 whole entry, looked up): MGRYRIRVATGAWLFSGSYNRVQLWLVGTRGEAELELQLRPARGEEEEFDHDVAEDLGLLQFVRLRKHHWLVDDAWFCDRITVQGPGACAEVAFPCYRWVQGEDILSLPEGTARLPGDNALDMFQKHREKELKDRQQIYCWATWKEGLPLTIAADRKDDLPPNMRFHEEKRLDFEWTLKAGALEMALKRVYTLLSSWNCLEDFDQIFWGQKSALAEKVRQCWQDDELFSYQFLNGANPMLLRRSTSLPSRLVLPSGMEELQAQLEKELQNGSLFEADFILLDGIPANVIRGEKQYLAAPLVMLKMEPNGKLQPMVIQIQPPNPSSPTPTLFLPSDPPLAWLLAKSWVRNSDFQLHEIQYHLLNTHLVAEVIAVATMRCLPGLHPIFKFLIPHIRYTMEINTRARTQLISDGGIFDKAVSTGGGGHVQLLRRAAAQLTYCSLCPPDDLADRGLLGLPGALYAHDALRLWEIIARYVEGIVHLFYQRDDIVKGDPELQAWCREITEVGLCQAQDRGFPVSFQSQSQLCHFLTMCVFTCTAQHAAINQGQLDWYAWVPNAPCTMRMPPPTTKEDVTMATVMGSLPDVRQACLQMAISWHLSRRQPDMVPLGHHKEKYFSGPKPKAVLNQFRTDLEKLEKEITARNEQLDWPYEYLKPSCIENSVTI
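Hydroperoxide product was detected by ferrous iron/xylenol orange as the 573 to 405 nm absorbance ratio. Arachidonic acid at 40 uM (final) was turned over for 30 min at room temperature by 150 nM human 12hLO, pH 7.0 Hepes buffer, after 15 min compound preincubation.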
Pin1 inh: qHTS Assay to Find Inhibitors of Pin1; 0.009% of 390,000 active; Potency, µM (highest dose often 115 µM), for the others: at the top dose activity, negative = inhibition, most hits filed as inhibitors; Pin1 FP peptide displacement, HiFluor488, 10 min; Peptidyl-prolyl cis-trans isomerase NIMA-interacting 1 (Homo sapiens), Q13526; AID 504891, 2011; active = well fitted inhibition curve with a large enough effect in the polarisation, with a control signal flat, not every such curve was filed as active; inconclusive = small, poorly fitted or top-dose-only effect, or effect the other way, or a change in a side signal; inactive = no such curve, though single readings can be large or run the other way; the % refers to the polarisation; also: % is scaled to controls: 0 for no effect and ±100 for the full control effect
HP1b binding inh: HTS for Inhibitors of HP1-beta Chromodomain Interactions with Methylated Histone Tails; AlphaScreen HP1-beta / biotin-H3K9me3 peptide binding; 0.56% of 390,000 active; Potency, µM (titrated, usually from 114 µM), inactives show at the highest dose activity change, negative = inhibition, most hits filed as inhibitors; also: nearly all actives have a fitted effect of over 70% in size; inactives centre near 23
Target sequence (P83916 whole entry, looked up): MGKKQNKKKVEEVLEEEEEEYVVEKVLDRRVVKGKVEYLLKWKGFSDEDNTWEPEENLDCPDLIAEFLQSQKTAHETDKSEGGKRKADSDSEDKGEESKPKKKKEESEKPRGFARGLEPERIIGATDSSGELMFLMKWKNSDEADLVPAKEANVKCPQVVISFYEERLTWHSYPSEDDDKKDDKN
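AlphaScreen: HP1-beta (50 nM) preformed 30 min with biotin-H3(1-18)K9me3 peptide (50 nM) in PBS pH 7.4, 0.01% Tween-20. Compound added for 30 min at RT, then streptavidin donor/nickel chelate acceptor beads (10 ug/mL) for 30 min.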
ERG Ets-DNA blk: qHTS for Small Molecule Inhibitors of the ERG Ets/DNA interaction; Transcriptional regulator ERG (Homo sapiens), P11308; fluorescence polarization, His-ERG Ets domain / labelled DNA; Potency, µM (doses to about 76.9 µM), for inactives: at the top dose FP activity, negative = inhibition, actives largely listed as inhibitors; 0.028% of 370,000 active; AID 624246, 2012; active = well fitted inhibition curve with a large enough effect in the polarisation, with a control signal flat; inconclusive = small, poorly fitted or top-dose-only effect, or effect the other way, or a change in a side signal; inactive = no such curve, though single readings can be large or run the other way; the % refers to the polarisation;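 also: polarization taken with two DNA probes labelled with fluorescein and Texas red; % of control where 0% means no effect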
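His-tagged ERG Ets domain (1 uM in the protein solution; 300mM KCl, 50mM Tris-HCl, 1mM EDTA, 1mM DTT, pH 7.5) received compound, then a probe mix of 5 nM fluorescein-DNA and 100nM Texas-615-DNA. Fluorescence polarization was read for both dyes.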
Starred values were filed as active, the others as inactive; i = inactive; u = inconclusive; x = no result given; [ ] = another dose, or the depositor's remark. Unless noted, calls follow the shape of the dose curve; as a rule, active = well fitted curve in the direction sought with a large enough effect; inconclusive = small, poorly fitted or top-dose-only effect, or another doubt; inactive = no such curve, though single readings can be large; an effect the other way counts as inactive or inconclusive. Potency is read from the fitted curve at half-maximal effect.

canonical_smiles,JMJD2A Tudor inh,RGS4 inh,Tb PGK inh,TrxR1 inh,GLS inhibitor,ALOX12 inh,Pin1 inh,HP1b binding inh,ERG Ets-DNA blk
O=C(CSC1=Nc2ccccc2C2=NC(CC(=O)NC3CCCCC3)C(=O)N12)Nc1ccc(F)cc1 (stereo unspecified),-16%,12%,4%,0%[57.1 µM],0%,-17%,-9%,7%,4%
CC(=O)NNC(=S)Nc1cc(S(=O)(=O)N(C)C)ccc1C,-14%,-20%,i,-10%,4%,-2%,-2%,39%,0%
Cc1cc2oc(C(=O)Nc3nc(-c4ccccc4)ns3)c(C)c2cc1Cl,-5%,-36%,0%,19%,2%,-12%,38%[activator],35%,-1%
C=CCNC(=O)C1CCN(c2c([N+](=O)[O-])cc(C(F)(F)F)cc2[N+](=O)[O-])CC1,-10%,29%,-10%,0%[57.1 µM],5%,-16%,2%,16%,-4%
NS(=O)(=O)c1cccc(NC(=O)CSc2nnc(-c3ccccc3)o2)c1,-12%,11%,-3%,11%[57.1 µM],3%,-12%,-3%,22%,9%
CCOC(=O)c1c(NC(=O)C2CCCO2)sc2c1CCC2 (stereo unspecified),-5%,-35%,-2%,2%,-4%,-6%,3%,6%,2%
Cc1cccc2nc(CSc3nc4[nH]ncc4c(=O)n3-c3cccc(Cl)c3)cc(=O)n12,-18%,13%,-1%,12%,15%,4%,-13%,20%,-10%
Cc1ccc(S(=O)(=O)NCc2ccccc2)cc1C(=O)N(C)Cc1ccc(F)cc1,-17%,21%,-3%,-4%,-3%,145%[activator],4%,14%,-3%
O=C(NCCCNC(=O)c1cnccn1)c1cccc(F)c1,-4%,-14%,6%,2%,1%,-1%,-13%,8%,-9%
CC(=O)Nc1ccc(NC(=O)CSc2ncnc3c2cnn3Cc2ccccc2)cc1,-11%,30%,4%,-10%,16%,174%[activator],0%,8%,-5%
O=C(O)[C@H](CSCc1ccccc1)NS(=O)(=O)c1ccc(F)cc1,u,12%,i,9%[57.1 µM],8%,-18%,-16%,5%,1%
O=C(CCN1C(=O)c2ccccc2C1=O)NCCC1=CCCCC1,-7%,-18%,i,18%,-9%,27%,-10%,42%[activator],-1%
CCCn1c(C)nnc1SCC(=O)NC1CCCCC1,-3%,-16%,i,33%,2%,-8%,-5%,33%,-8%
O=C(O)C(Nc1nc(C(F)(F)F)nc2ccccc12)c1ccccc1 (stereo unspecified),-8%,-4%,-1%,19%,1%,2%,-7%,31%,-10%
CN(C)c1ccc(CNCC2CCCO2)cc1 (stereo unspecified),-17%,-9%,-6%,11%,-1%,-13%,5%,27%,-3%
COc1cccc(-c2c(NC(=O)c3ccco3)oc3ccccc3c2=O)c1,-12%,8%,1%,-13%,18%,-23%,-2%,18%,-4%
Cc1ccc(C(C[N+](=O)[O-])n2nc(C)cc2C)cc1 (stereo unspecified),-24%,u,i,5.6µM*,0%,0%,-5%,15%,8%
COc1ccc(CN(C)C(=O)C(CCSC)NS(=O)(=O)c2ccc3c(c2)OCCO3)c(OC)c1OC (stereo unspecified),-12%,3%,-9%,20%,-5%,u,5%,27%,-7%
CCOC(=O)C1CCN(CC(=O)Nc2cc(S(=O)(=O)N3CCOCC3)ccc2C)CC1,4µM*,25%,5%,7%[57.1 µM],20%,u,1%,71µM*,-14%
Cc1ccc(NC(=O)/C(Cl)=C/c2ccccc2)cc1C,49%[activator],1%,-2%,5%,0%,-21%,2%,103%[activator],1%

The final 3 compounds of the section above are carried over, then new ones follow.
canonical_smiles,JMJD2A Tudor inh,RGS4 inh,Tb PGK inh,TrxR1 inh,GLS inhibitor,ALOX12 inh,Pin1 inh,HP1b binding inh,ERG Ets-DNA blk
COc1ccc(CN(C)C(=O)C(CCSC)NS(=O)(=O)c2ccc3c(c2)OCCO3)c(OC)c1OC (stereo unspecified),-12%,3%,-9%,20%,-5%,u,5%,27%,-7%
CCOC(=O)C1CCN(CC(=O)Nc2cc(S(=O)(=O)N3CCOCC3)ccc2C)CC1,4µM*,25%,5%,7%[57.1 µM],20%,u,1%,71µM*,-14%
Cc1ccc(NC(=O)/C(Cl)=C/c2ccccc2)cc1C,49%[activator],1%,-2%,5%,0%,-21%,2%,103%[activator],1%
O=C(O)COc1ccccc1/C=N/NC(=O)CSc1nnc(SCc2cccc3ccccc23)s1,u,-8%,-8%,3%,-1%,-18%,u,-1%,-1%
CCOC(=O)CS(=O)(=O)c1nc(-c2ccc(F)cc2)cc(C(F)(F)F)n1,-2%,u,-6%,u,26%,72%,-1%,32%,12%
COc1ccccc1C(=O)NCCC(=O)Nc1ccc(S(=O)(=O)N2CCCC(C)C2)cc1 (stereo unspecified),-24%,11%,-2%,27%,2%,0%,4%,31%,-8%
O=C1NCC(c2ccccc2)C1C(=O)N/N=C/c1ccc(Cl)s1 (stereo unspecified),-26%,14%,i,-12%,2%,-2%,1%,14%,6%
O=C(CCCn1c(=O)[nH]c2ccsc2c1=O)NCc1cccs1,-18%,-16%,-1%,3%,u,0%,-7%,19%,7%
CCCCOC(=O)CCc1c(C)n[nH]c1C,-9%,2%,i,6%[57.1 µM],-8%,10%,0%,7%,-19%
Cn1c(CNC(=O)c2ccccc2F)nnc1SCC(=O)c1ccccc1,-4%,-27%,1%,-5%,7%,298%[activator],-11%,9%,1%
CCN(CC)CCNc1nc2c(c(=O)[nH]c(=O)n2C)n1CC(O)COc1ccc(Cl)cc1Cl (stereo unspecified),-4%,8%,-14%,-6%,11%,u,-1%,21%,-3%
COc1cc(C2CC(=O)Oc3c2c(=O)n(C)c2ccccc32)cc(OC)c1OC (stereo unspecified),-19%,-27%[56.9 µM],-11%,8%,13%,0%,-8%,u,2%
COc1cc(OC)c2c(C)cc(=O)oc2c1C(CCN1CCCC(C)C1)c1ccc(N(C)C)cc1 (stereo unspecified),28µM*,3%,x,-4%,x,x,5%,u,x
CCCCc1c(O)nc2ccccn2c1=O,-10%,-2%,i,-15%,-12%,4%,5%,35%,1%
COc1ccc(C)cc1NC(=O)C1CCN(S(=O)(=O)Cc2ccccc2)CC1,-17%,-13%,-10%,7%,0%,-4%,5%,3%,6%
CC(NCCCOc1cccc2ccccc12)c1ccccc1 (stereo unspecified),22µM*,3%,0%,1%,1%,u,-3%,u,4%
CC1=NC(=O)C(N=Nc2cccc(C(=O)O)c2)N1c1ccccc1 (stereo unspecified),u,9%,-3%,5%,13%,7.1µM*,-3%,-36%,1%
Nc1cc(=O)[nH]n1C1CCCC1,-7%,9%,13%,-17%[57.1 µM],4%,2%,-7%,19%,-8%
CCC(=O)Nc1ccc(-c2nnc3c4ccccc4c(C)nn23)cc1,2%,-14%,-7%,21%,7%,2%,19%,34%,1%
CC1Oc2ccccc2OC1C(=O)Nc1ccccn1 (stereo unspecified),3%,19%,-8%,17%,7%,1%,-6%,44%[activator],-1%
CCN1C(Nc2ccccc2)=NC[C@@H]1Cc1ccccc1,-3%,-5%,10%,16µM*,-2%,16%,-1%,43%[activator],-1%
O=C1NC[C@@H](Cc2ccc(O)cc2)N(CC2CCCCC2)C1=O,-12%,13%,i,7%[57.1 µM],16%,7%,-1%,38%,3%
Cc1oc(-c2ccccc2)cc1C(=O)NC1CCN(Cc2ccccc2)CC1,-11%,4%,-8%,16%[57.1 µM],3%,25%,11%,5%,1%
O=C(COc1cc(O)c2c(=O)c3ccccc3oc2c1)OCc1ccccc1,-13%,-13%,i,17%,0%,-12%,1%,19%,3%
COc1ccc(-c2nn(-c3ccccc3)cc2C(=O)O)cc1OC,-9%,13%,-6%,22%,4%,0%[57.4 µM],0%,14%,x
COC(=O)C1CCN(C(=O)C2CCN(C(=O)[C@@H](NS(=O)(=O)c3ccc(C)cc3)C(C)C)CC2)CC1,-18%,-7%,-9%,7%[57.1 µM],3%,28%,-2%,20%,-10%
CCCCOP(=O)(c1ccc(N(C)C)cc1)C(O)c1ccncc1 (stereo unspecified),-17%,8%,i,2%,23%,u,-8%,32%[activator],4%
CCC(=O)NC1=C(NC(C)c2ccccc2)C(=O)c2ccccc2C1=O (stereo unspecified),-29%,-6%,5%,-21%,1%,0%,0%,1%,-3%
Cc1cc(-c2n[nH]c(=S)n2Cc2ccco2)nn1C,6.3µM*,-8%,2%,u,-8%,-8%,-6%,11%,-7%

The list is partial. The share of hits here may be higher or lower than overall.
